FH mod = Identification of activators of human fumarate hydratase by quantitative high-throughput screening | 54,000 tested, 0.22% active | FH coupled MDH/diaphorase resazurin fluorescence, 15 min | AID 1347055, 2019 | Potency, µM (doses to about 79.9 µM), inactives show at the highest dose activity change, negative = inhibition, usual class: inhibitors; note: the screen sought activators but most active calls are inhibition curves; nearly all actives have a fitted effect of over 45% in size
Target sequence (P07954 whole entry, looked up): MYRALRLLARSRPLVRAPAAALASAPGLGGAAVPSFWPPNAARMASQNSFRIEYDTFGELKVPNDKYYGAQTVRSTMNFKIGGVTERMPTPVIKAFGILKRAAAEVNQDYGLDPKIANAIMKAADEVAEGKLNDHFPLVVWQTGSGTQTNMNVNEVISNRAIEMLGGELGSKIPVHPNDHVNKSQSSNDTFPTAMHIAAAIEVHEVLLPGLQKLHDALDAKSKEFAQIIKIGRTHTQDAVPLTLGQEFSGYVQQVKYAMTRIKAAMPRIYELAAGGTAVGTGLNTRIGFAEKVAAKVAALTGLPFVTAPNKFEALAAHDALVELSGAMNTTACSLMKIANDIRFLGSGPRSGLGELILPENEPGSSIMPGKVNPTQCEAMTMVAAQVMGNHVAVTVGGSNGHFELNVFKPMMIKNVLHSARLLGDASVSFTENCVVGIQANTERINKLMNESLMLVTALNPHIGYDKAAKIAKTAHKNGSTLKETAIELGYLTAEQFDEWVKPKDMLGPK
NTMT1 inh = blocks human N-terminal methyltransferase 1 activity; Q9BV86; NTMT1 MTase-Glo SAH luminescence, purified enzyme; Potency, µM (highest dose often 114 µM), for inactives: top-dose activity change, negative = inhibition, usual class: inhibitors; 59,000 tested, 2.5% active;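 note: plate controls were DMSO vehicle for no effect and no enzyme for full effect; nearly all actives have a fitted effect of over 65% in size; many of its hits are not listed in these tables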
Target sequence (Q9BV86 whole entry, looked up): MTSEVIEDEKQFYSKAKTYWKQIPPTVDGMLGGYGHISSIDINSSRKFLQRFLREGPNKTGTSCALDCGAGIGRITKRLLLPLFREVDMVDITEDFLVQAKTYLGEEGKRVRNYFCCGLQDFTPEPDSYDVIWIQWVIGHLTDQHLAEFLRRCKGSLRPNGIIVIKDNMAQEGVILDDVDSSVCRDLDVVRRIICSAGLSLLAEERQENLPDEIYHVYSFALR
An asterisk follows results filed as active; ? = inconclusive; & = joins results of further samples; ! = not active in a repeat; [ ] = another dose, or the depositor's remark. Calls come from the whole dose curve; as a rule, active = well fitted curve in the direction sought with a large enough effect; inconclusive = small, poorly fitted or top-dose-only effect, or another doubt; inactive = no such curve, though single readings can be large; an effect the other way counts as inactive or inconclusive. Unless noted, % is set by controls: 0 for no effect and ±100 for the full control effect; potency is the fitted concentration of half-maximal effect. The list is partial; count on the stated rates, not on these rows.

SMILES	FH mod	NTMT1 inh
CC(=O)OC1C(O)CC(O[C@@H]2O[C@H](CO)[C@@H](O)[C@H](O)[C@H]2O)C2CCC3C(=O)OC(c4ccoc4)CC3(C)C21 (stereo not given in full)	0%[53.3 µM]	1%[29.8 µM]
O=c1c(O)c(-c2ccc(O)cc2O)oc2cc(O)cc(O)c12	-29%&-8%[53.3 µM]	45µM*!
Nc1nccc(-c2c(-c3ccc(F)cc3)ncn2C2CCCCC2)n1	7%	?
C=CCNc1c(O)cc2c(O)c1C[C@@H](C)C[C@H](OC)[C@@H](O)[C@@H](C)C=C(C)[C@H](OC(N)=O)[C@@H](OC)C=CC=C(C)C(=O)N2	-11%[53.3 µM]	-18%[57.5 µM]
O=C(O)Cc1cccc(-c2cc(CCCCCCc3ccc(O[C@H]4O[C@H](CO)[C@@H](O)[C@H](O)[C@@H]4O)c(-c4cccc(CC(=O)O)c4)c3)ccc2O[C@H]2O[C@H](CO)[C@@H](O)[C@H](O)[C@@H]2O)c1	7%[0.673 µM]	-6%[0.501 µM]
NS(=O)(=O)c1ccc(NC(=O)CCC(=O)O)cc1	6%[53.3 µM]	27%[57.5 µM]
O=C(OCC1=CC(Cl)C(O)C(OC(=O)c2ccccc2)C1O)c1ccccc1 (stereo not given)	3%[20.6 µM]	8%[12.6 µM]
Cc1[nH]c2ccccc2c1CCNC(=O)c1ccccc1F	1%	2%[57.5 µM]
CN(C)C/C=C/C(=O)Nc1cccc(C(=O)Nc2cccc(Nc3ncc(Cl)c(-c4c[nH]c5ccccc45)n3)c2)c1	11%	?
CCN(C(=O)c1c(O)c2c(Cl)cccc2n(C)c1=O)c1ccccc1	-2%[53.3 µM]	-16%
COC(=O)C[C@@H]1C(C(=O)O)=CO[C@@H](O[C@@H]2O[C@H](CO)[C@@H](O)[C@H](O)[C@H]2O)/C1=C\COC(=O)/C=C\c1ccccc1	23%[53.3 µM]	-10%[29.8 µM]
CC1(C)CC[C@]2(C(=O)O[C@@H]3O[C@H](CO)[C@@H](O)[C@H](O)[C@H]3O)CC[C@]3(C)C(=CCC4[C@@]5(C)C[C@@H](O)[C@H](O)[C@@](C)(CO)C5[C@H](O)C[C@]43C)C2C1 (stereo not given in full)	1%[20.6 µM]	3%[12.6 µM]
CN(C(=O)CN(CCO)CC(=O)N(C)C(C)(C)Cc1ccccc1)C(C)(C)Cc1ccccc1	3%[53.3 µM]	7%[57.5 µM]
COc1ccc2c(c1)N1C(=O)C[C@@]34C=CC[N@+]5([O-])CC[C@H]2[C@H](CC3)[C@@]145	3%[53.3 µM]	3%[29.8 µM]
CC(O)CCC1C(CO[C@@H]2O[C@H](CO)[C@@H](O)[C@H](O)[C@H]2O)CC(O)CC1(C)C (stereo not given in full)	2%[53.3 µM]	9%[29.8 µM]
CC1CC(O)CC(C)(C)C1(O)CCO (stereo not given)	3%	1%
CCCNc1ccc2ncc(-c3ccc4[nH]ncc4c3)n2n1	-9%	28µM*
COc1ccc2c(c1)CCCC2=O	-4%[53.3 µM]	-27%[57.5 µM]
CCN1CCc2nc(N)oc2CC1	-6%&-2%[53.3 µM]	-21%[57.5 µM]
COc1ccc(/C=C/C(=O)O[C@H]2[C@H](O[C@H]3[C@@H]4C=CO[C@@H](O[C@@H]5O[C@H](CO)[C@@H](O)[C@H](O)[C@H]5O)[C@@H]4[C@@]4(CO)O[C@@H]34)O[C@@H](C)[C@H](O)[C@H]2OC(C)=O)cc1	-4%[20.6 µM]	0%[12.6 µM]
CC(C)(O)[C@@H]1CC[C@]2(CO)[C@@H](O)CC[C@](C)(O)[C@H]2[C@@H]1O[C@@H]1O[C@H](CO)[C@@H](O)[C@H](O)[C@H]1O	4%[53.3 µM]	15%[29.8 µM]
O=C(Nc1ccc(Cl)cc1)Nc1cccc(-c2cccc(N3CCCC3)n2)c1	-9%	9%[57.5 µM]
CC=CCC=CCCC(=O)[C@H]1O[C@@H]1C(N)=O	-4%[53.3 µM]	-17%[57.5 µM]
CC(=O)OCC[N+](C)(C)C	-1%[53.3 µM]	?
Cc1c(-c2cccc3c(CCCOc4cccc5ccccc45)c(C(=O)O)n(Cc4cccnc4)c23)c(COc2ccc(N3CCN([S+](=O)([O-])N(C)C)CC3)cc2)nn1C	-18%[53.3 µM]	-15%[57.5 µM]
CNc1cccc(CCOc2ccc3c(c2)CN(CC(F)(F)F)C(=O)[C@H](CC(=O)O)C3)n1	0%	5%[57.5 µM]
CC(C)(N)C(=O)N[C@H](COCc1ccccc1)C(=O)N1CCC2(CC1)CN(S(C)(=O)=O)c1ccccc12	17%	?
OC(c1cc(C(F)(F)F)nc2c(C(F)(F)F)cccc12)C1CCCCN1 (stereo not given)	11%[53.3 µM]	-18%
COc1ccc(C2(N(C)C(=O)c3ccc(NC(=O)c4ccco4)cc3)CCOCC2)cc1	-1%	20%[57.5 µM]
CC(C)C(C)C(O)C1CC23CC(=O)C4(O)C(=C2CCC3C1C)C=CC1(O)CC(O)CCC14C (stereo not given)	6%[53.3 µM]	15%[29.8 µM]
O=C1C=CC(O)(/C=C/C(=O)OC[C@H]2O[C@@H](Oc3ccc(O)cc3)[C@H](O)[C@@H](O)[C@@H]2O)C=C1	0%[53.3 µM]	?
CC1(C)CC[C@]23CO[C@@]4(CCC5[C@@]6(C)CC[C@H](O[C@@H]7OC[C@H](O[C@@H]8O[C@H](CO)[C@@H](O)[C@H](O)[C@H]8O[C@@H]8OC[C@@H](O)[C@H](O)[C@H]8O)[C@H](O)[C@H]7O)[C@@](C)(CO)C6CC[C@@]5(C)[C@]4(C)CC2=O)[C@@H]3C1 (stereo not given in full)	0%[20.6 µM]	-18%[12.6 µM]
CN(C)CCCn1cc(C2=C(c3c[nH]c4ccccc34)C(=O)NC2=O)c2ccccc21	1%	25µM*
C=C1CCc2occ(C)c2[C@H]2[C@H]1[C@@]13O[C@@]1(C[C@@H](C)[C@H]3OC(C)=O)[C@H]1O[C@@]21C	-1%[53.3 µM]	7%[29.8 µM]
O=C(Nc1ccccc1)c1ccc(Nc2nnc(-c3ccc(O)cc3)c3ccccc23)cc1	-5%	7%[57.5 µM]
CC(CCC1(O)OC2CC3C4CC=C5CC(O[C@@H]6O[C@H](CO)[C@@H](O[C@@H]7O[C@H](CO)[C@@H](O)[C@H](O)[C@H]7O)[C@H](O)[C@H]6O[C@@H]6O[C@@H](C)[C@H](O)[C@@H](O)[C@H]6O)CCC5(C)C4CCC3(C)C2C1C)CO[C@@H]1O[C@H](CO)[C@@H](O)[C@H](O)[C@H]1O (stereo not given in full)	-3%[20.6 µM]	-5%[12.6 µM]
c1ccc2occc2c1	6%	-14%
C/C(=C/C=C\C=C\Cc1cnco1)[C@@H](O)C(C)(C)C(N)=O	7%	0%[57.5 µM]
CC1=C2C[C@H]3O[C@@]3(C)CCC3O[C@@]3(C)C[C@@]2(O)OC1=O (stereo not given in full)	0%	-3%[57.5 µM]
CCn1nnc2c(N3CCOCC3)nc(-c3ccc(NC(=O)Nc4ccc(C(=O)N5CCN(C)CC5)cc4)cc3)nc21	?	-18%

Whole records, quoted from the list.
`O=C(O)Cc1cccc(-c2cc(CCCCCCc3ccc(O[C@H]4O[C@H](CO)[C@@H](O)[C@H](O)[C@@H]4O)c(-c4cccc(CC(=O)O)c4)c3)ccc2O[C@H]2O[C@H](CO)[C@@H](O)[C@H](O)[C@@H]2O)c1` across the screens: FH mod: 7%[0.673 µM]; NTMT1 inh: -6%[0.501 µM]
`c1ccc2occc2c1` across the screens: FH mod: 6%; NTMT1 inh: -14%
`C=CCNc1c(O)cc2c(O)c1C[C@@H](C)C[C@H](OC)[C@@H](O)[C@@H](C)C=C(C)[C@H](OC(N)=O)[C@@H](OC)C=CC=C(C)C(=O)N2` across the screens: FH mod: -11%[53.3 µM]; NTMT1 inh: -18%[57.5 µM]

(more compounds)
SMILES	FH mod	NTMT1 inh
O=C1NC(=O)C(=Cc2ccc3nccnc3c2)S1	-1%[20.6 µM]	21%[29.8 µM]
COc1ccccc1N1CCN(CCN(C(=O)C2CCCCC2)c2ccccn2)CC1	-6%[53.3 µM]	-30%[57.5 µM]
NS(=O)(=O)c1ccc(C(=O)O)cc1	-7%[53.3 µM]	10%[57.5 µM]
O=S(c1cc(Cl)cc(Cl)c1O)c1cc(Cl)cc(Cl)c1O	-17%[53.3 µM]	48%[activator][57.5 µM]
CC(=O)O[C@@H]1[C@H](O[C@@H]2O[C@@H](CO)[C@H](O)[C@H]2O)[C@@H](O[C@@H]2O[C@@H](C)[C@H](O[C@@H]3OC[C@@H](O)[C@H](O)[C@H]3O)[C@@H](O)[C@H]2O)[C@H](OC(=O)[C@]23CCC(C)(C)C[C@H]2C2=CCC4[C@@]5(C)CC[C@H](O[C@@H]6O[C@H](C(=O)O)[C@@H](O)[C@H](O)[C@H]6O[C@@H]6O[C@H](CO)[C@H](O)[C@H](O)[C@H]6O)[C@@](C)(C=O)C5CC[C@@]4(C)[C@]2(C)C[C@H]3O)O[C@@H]1C (stereo not given in full)	1%[13.5 µM]	17%[6.45 µM]
NC1(C(=O)N[C@@H](CCO)c2ccc(Cl)cc2)CCN(c2ncnc3[nH]ccc23)CC1	20%	-3%&-19%[57.5 µM]
CC(=O)O[C@@H]1[C@H](O[C@@H]2O[C@@H](CO)[C@H](O)[C@H]2O)[C@@H](O[C@@H]2O[C@@H](C)[C@H](O[C@@H]3OC[C@@H](O)[C@H](O)[C@H]3O)[C@@H](O)[C@H]2O)[C@H](OC(=O)[C@]23CCC(C)(C)C[C@H]2C2=CCC4[C@@]5(C)CC[C@H](O[C@@H]6O[C@H](C(=O)O)[C@@H](O)[C@H](O)[C@H]6O[C@@H]6O[C@H](CO)[C@H](O)[C@H](O)[C@H]6O)[C@@](C)(C=O)C5CC[C@@]4(C)[C@]2(C)CC3)O[C@@H]1C (stereo not given in full)	2%[13.5 µM]	-12%[6.45 µM]
O=C(O)C[C@H](O)C[C@H](O)C=Cc1c(C2CC2)nc2ccccc2c1-c1ccc(F)cc1	-11%[53.3 µM]	-14%[57.5 µM]
C[C@]12C=CC(=O)C=C1CC[C@@H]1[C@@H]2[C@@H](O)C[C@@]2(C)[C@H]1CC[C@]2(O)C(=O)COC(=O)CCC(=O)O	6%	26%[57.5 µM]
COc1ccc(C(=O)OC2C3C=COC(OC4OC(CO)C(O)C(O)C4O)C3C3(CO)OC23)cc1OC (stereo not given)	0%[53.3 µM]	3%[29.8 µM]
C=C1C(=O)O[C@@H]2C[C@]3(C)[C@@H](CCC(C)=O)[C@@H]3C[C@H]12	4%	-4%[57.5 µM]

Retrieved by compound from above, seven records:
SMILES	FH mod	NTMT1 inh
O=C1C=CC(O)(/C=C/C(=O)OC[C@H]2O[C@@H](Oc3ccc(O)cc3)[C@H](O)[C@@H](O)[C@@H]2O)C=C1	0%[53.3 µM]	?
O=c1c(O)c(-c2ccc(O)cc2O)oc2cc(O)cc(O)c12	-29%&-8%[53.3 µM]	45µM*!
NS(=O)(=O)c1ccc(C(=O)O)cc1	-7%[53.3 µM]	10%[57.5 µM]
CC(CCC1(O)OC2CC3C4CC=C5CC(O[C@@H]6O[C@H](CO)[C@@H](O[C@@H]7O[C@H](CO)[C@@H](O)[C@H](O)[C@H]7O)[C@H](O)[C@H]6O[C@@H]6O[C@@H](C)[C@H](O)[C@@H](O)[C@H]6O)CCC5(C)C4CCC3(C)C2C1C)CO[C@@H]1O[C@H](CO)[C@@H](O)[C@H](O)[C@H]1O (stereo not given in full)	-3%[20.6 µM]	-5%[12.6 µM]
C=CCNc1c(O)cc2c(O)c1C[C@@H](C)C[C@H](OC)[C@@H](O)[C@@H](C)C=C(C)[C@H](OC(N)=O)[C@@H](OC)C=CC=C(C)C(=O)N2	-11%[53.3 µM]	-18%[57.5 µM]
CC1(C)CC[C@]2(C(=O)O[C@@H]3O[C@H](CO)[C@@H](O)[C@H](O)[C@H]3O)CC[C@]3(C)C(=CCC4[C@@]5(C)C[C@@H](O)[C@H](O)[C@@](C)(CO)C5[C@H](O)C[C@]43C)C2C1 (stereo not given in full)	1%[20.6 µM]	3%[12.6 µM]
CCN(C(=O)c1c(O)c2c(Cl)cccc2n(C)c1=O)c1ccccc1	-2%[53.3 µM]	-16%

Screening data from PubChem BioAssay.
